Source: PubChem BioAssay
SW480 rerep – A quantitative high throughput screen for small molecules that induce DNA re-replication in SW480 colon adenocarcinoma cells; SW480 DNA re-replication, Hoechst DNA content imaging, 48 h; AID 624297, 2012; 1.8% of 340,000 active; Potency, µM (top dose mostly 46.1 µM), for the others: at the highest dose re-replication activation, hits mostly activators; also: potency is read from the fitted curve at half-maximal effect; % of control where 0% means no effect; nearly all actives have a fitted effect of over 55% in size
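Per well, 250 cells were exposed to pinned compound for 48 hr. Nuclear DNA was visualised with Hoechst (40 min, 37 C) and total object intensity recorded by fluorescence scanning.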
HT1080-NT tox – qHTS for induction of synthetic lethality in tumor cells producing 2HG: qHTS for the HT-1080-NT fibrosarcoma cell line. HT-1080-NT fibrosarcoma viability, CellTiter-Glo ATP luminescence, 48 h. 1.6% of 360,000 active. Potency, µM (series often up to 46.1 µM), inactives show top-dose activity, negative = less viability, most hits filed as cytotoxic. AID 686970, 2013;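 also: NT is the 2HG producing partner of a matched IDH1 knockdown line; potency is read from the fitted curve at half-maximal effect; 0% = DMSO-treated cells and -100% = media-only wells without cells; nearly all actives have a fitted effect of over 55% in size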
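Fibrosarcoma NT cells, 750 per well in 5% FBS RPMI, were exposed to compound for 48 hours. Viability: CellTiter-Glo luminescence.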
MCF10A rereplic – A quantitative high throughput screen for small molecules that induce DNA re-replication in MCF 10a normal breast cells. MCF 10A DNA re-replication, Hoechst nuclear intensity, 48 h. Potency, µM (titrated, usually from 46.1 µM), inactives show top-dose activity, positive = re-replication, most hits filed as activators. 2.9% of 350,000 active. AID 624296, 2012; also: potency is read from the fitted curve at half-maximal effect; % of control where 0% means no effect; nearly all actives have a fitted effect of over 50% in size
ATXN2 expr inh – Primary qHTS for Inhibitors of ATXN expression. HEK-293 ATXN2-luciferase reporter, luminescence, 24 h. Potency, µM (highest dose often 57 µM), inactives show at the highest dose activity change, negative = inhibition, actives largely listed as inhibitors. 0.72% of 360,000 active. AID 1745845, 2022; also: potency is read from the fitted curve at half-maximal effect; % is scaled to controls: 0 for no effect and ±100 for the full control effect; nearly all actives have a fitted effect of over 55% in size
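ATXN2-luciferase reporter cells (luciferase flanked by upstream and downstream ATXN2 gene portions) were treated 24 h at 37 °C with compounds at up to 57 uM. SteadyGlo luminescence gave expression; GF-AFC fluorescence gave viability.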
S2 tox – Viability Counterscreen for Primary qHTS for Inhibitors of ATXN expression; S2 cells (HEK-293 line with an ATXN2-luciferase reporter) viability, CellTiter-Fluor protease fluorescence, 24 h; Potency, µM (top dose mostly 56.7 µM), usual class: cytotoxic; 0.49% of 400,000 active; AID 651635, 2014; also: potency is read from the fitted curve at half-maximal effect; nearly all actives have a fitted effect of over 40% in size
IL-1B inflam inh – qHTS for Inhibitors of Inflammasome Signaling: IL-1-beta AlphaLISA Primary Screen | THP-1 LPS/ATP IL-1B secretion, AlphaLISA, 16 h; hits give low values | activity change, % at 57.5 µM | 4.7% of 360,000 active | AID 743279, 2014; in the data active = activity change below about -50%; inconclusive = mostly about -30% to -49%; also: % is scaled to controls: 0 for no effect and ±100 for the full control effect
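THP-1 cells pretreated 1 hr with compounds (up to 57.5 uM final), then stimulated with LPS (250 ng/mL final) plus ATP (1.25 mM final); secreted IL-1B measured by AlphaLISA after 16 hr, decreased signal indicating inhibition.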
KB-3-1 tox – qHTS assay for MDR1-selective chemotherapeutics: Primary screen using the parental adenocarcinoma cell KB-3-1. KB-3-1 viability, CellTiter-Glo ATP luminescence, 72 h. Potency, µM (doses to about 46.1 µM), inactives show at the highest dose activity change, negative = cytotoxic, usual class: cytotoxic. 1.4% of 400,000 active; also: potency is read from the fitted curve at half-maximal effect; % is scaled to controls: 0 for no effect and ±100 for the full control effect; nearly all actives have a fitted effect of over 60% in size
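Cytotoxicity measured as CellTiter-Glo luminescence after 72 h at 37 C. Compound titrations were pinned onto drug-naive KB-3-1 parental adenocarcinoma cells grown in DMEM with 10% FBS, and normalized data fitted to concentration-response curves.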
KB-V1 MDR tox – qHTS assay for MDR1-selective chemotherapeutics: Primary screen using the drug-selected MDR subline cells KB-V1; KB-V1 MDR cells viability, CellTiter-Glo, 72 h; Potency, µM (series often up to 46.1 µM), for inactives: at the top dose activity change, negative = cytotoxicity, most hits filed as cytotoxic; 3.4% of 400,000 active; also: potency is read from the fitted curve at half-maximal effect; % is scaled to controls: 0 for no effect and ±100 for the full control effect; nearly all actives have a fitted effect of over 60% in size
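Potencies derive from concentration-effect curves fitted to normalized luminescence (CellTiter-Glo) of KB-V1 cells treated for 72 h at 37 degrees C in phenol-red-free DMEM containing 10% FBS.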
HT1080 IDH1KD tx – qHTS for induction of synthetic lethality in tumor cells producing 2HG: qHTS for the HT-1080-IDH1KD cell line; HT-1080 IDH1 knockdown viability, ATP luminescence, 48 h; Potency, µM (doses to about 46.1 µM), inactives show at the top dose activity, negative = toxicity, usual class: cytotoxic; 2% of 360,000 active; AID 686971, 2013;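 also: potency is read from the fitted curve at half-maximal effect; 0% = DMSO wells and -100% = cell-free medium wells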
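CellTiter-Glo luminescence after 48 h compound exposure at 37 degrees C of IDH1-knockdown HT-1080 cells in 5% FBS RPMI. %Activity scaled between DMSO wells and cell-free media wells, with curves fitted and assigned curve classes.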
* = called active by the depositor; i = inactive; ? = inconclusive; . = not tested or not shown; & = joins results of further samples; [ ] = another dose, or the depositor's remark. Unless noted, calls follow the shape of the dose curve; as a rule, active = well fitted curve in the direction sought with a large enough effect; inconclusive = small, poorly fitted or top-dose-only effect, or another doubt; inactive = no such curve, though single readings can be large; an effect the other way counts as inactive or inconclusive.

SMILES | SW480 rerep | HT1080-NT tox | MCF10A rereplic | ATXN2 expr inh | S2 tox | IL-1B inflam inh | KB-3-1 tox | KB-V1 MDR tox | HT1080 IDH1KD tx
O=C1NC(c2ccc(Cl)cc2)Oc2ccccc21 (stereo not given) | 0% | 0% | 10% | . | i | -14 | 11% | 17% | 8%
CCn1c(CC(=O)Nc2ccc(C)c(Cl)c2)nnc1SCCOc1ccc(OC)cc1 | 22% | 4% | -4% | -24% | i | -10 | -3% | -10% | 0%
CC(=O)Nc1ccc(C(=O)N2CCCCC2c2cc(C(=O)NCc3ccccc3)no2)cc1 (stereo not given) | . | ? | . | 10% | ? | -10 | 0% | 6% | 20%
Cc1noc(C)c1S(=O)(=O)N1CCCC(C(=O)NCCC2=CCCCC2)C1 (stereo not given) | 0% | -8% | ? | -11% | i | 14 | 3% | -2% | -14%
CCc1nn(C(CC)C(=O)NCCCc2ccccc2)c(=O)c2cc3occc3n12 (stereo not given) | 4% | -10% | 4% | 2% | i | -25 | 0% | -18% | -19%
COc1ccccc1CCNS(=O)(=O)c1cc2c3c(c1)CCN3C(=O)CC2 | 1.5µM* | -1% | -2% | 1% | i | 14 | -11% | 0% | 11%
Cc1c(F)cccc1NS(=O)(=O)c1ccc(N2CCCC2=O)cc1 | -5% | 7% | 11% | 2% | i | 12 | 19% | ? | 8%
O=C(O)c1c[nH]c2c(C(F)(F)F)cccc2c1=O | 3% | -7% | -184%[0.0737 µM] | 1% | i | -12 | 0% | ? | -10%
Cc1ccc(-c2cc(C(=O)N/N=C/c3c(C)nn(-c4ccccc4)c3C)n[nH]2)s1 | 1.3µM* | 1.6µM* | ? | . | ? | -4 | -1% | -6% | 1.8µM*
CC(=O)Nc1ccc(NS(=O)(=O)c2ccccc2)cc1 | -5% | 12% | -16% | -5% | ? | -6 | ? | 10% | 0%
O=C(NCCNS(=O)(=O)c1ccccc1)c1ccc([N+](=O)[O-])cc1 | -2% | -10% | 5% | -5% | i | 20 | 26% | 21% | 0%
COc1ccc(N2CCN(C(=O)C3CCN(S(=O)(=O)c4ccc(C)cc4)CC3)CC2)cc1 | -9% | 13% | 0% | -16% | i | 0 | 1% | -5% | 9%
CCOCCCNC(=O)c1ccc(/C=C2\Oc3ccccc3N(C)C2=O)cc1 | -7% | 15% | -4% | -6% | i | -13 | 29% | -13% | 19%
COC(=O)c1cc(S(=O)(=O)N2CCN(c3ccc(F)cc3)CC2)c[nH]1 | ? | -15% | -1% | -8% | i | 22 | -5% | -9% | -18%
C=CCNc1ncnc2ccc(Br)cc12 | -3% | -16% | ? | -11% | i | 11 | ? | 21µM* | -19%
Cc1cc(C)c2c(N)c(C(=O)NCC3CCCCC3)sc2n1 | ? | -7% | ? | 47%[activator] | ? | . | 11% | 2% | -2%
CCc1ccc(CC(=S)N2CCOCC2)cc1 | -63%[inhibitor] | -8% | -3% | . | i | -11 | 3% | ? | 1%
COCCn1c(=S)[nH]c2cc(C(=O)NCc3ccccc3)ccc2c1=O | . | 3% | . | . | i | 15 | -1% | 4% | 0%
CCn1c(N)c(C(=O)NCc2ccc3c(c2)OCO3)sc1=S | -4% | 2% | 3% | 6% | ? | -28 | 17% | 0% | 7%
CCc1cc(C(=O)c2ccc(C)cc2)c(NC(=O)CCl)s1 | ? | ? | ? | ? | . | -98* | 23µM* | ? | ?
CCC1CCCN1Cn1cnc2c([nH]c3ccc(C)cc32)c1=O (stereo not given) | -2% | 12% | -2% | 5% | i | 1 | -3% | ? | 5%
CC(Sc1n[nH]c(N)n1)C(=O)Nc1cccc(S(=O)(=O)N2CCOCC2)c1 (stereo not given) | 1% | 1% | 6% | -4% | i | 42 | -5% | 2% | 0%
Cc1ccc(OCC(=O)NC(C)c2ccccc2)cc1 (stereo not given) | -2% | 12% | -1% | . | i | -8 | -2% | 5% | 3%
Cc1ccc(C(=O)CCC(=O)Nc2ccccc2C)c(C)c1 | 3% | 14% | -1% | 24% | i | -6 | 11% | -15% | 10%
COc1ccc(CCN2CC(C(=O)O)CC2=O)cc1OC (stereo not given) | -7% | 12% | 2% | -7% | i | 4 | 0% | ? | 14%
CC(C)COP(=O)(OCC(C)C)C(Nc1ccccc1)c1ccc2c(c1)OCO2 (stereo not given) | ? | -9% | ? | -23% | ? | -62* | ? | 6.5µM* | -20%
CCN(C[C@H]1N[C@@](C)(C(=O)OC)[C@H]2C(=O)N(C)C(=O)[C@@H]12)C(=O)C1CCCCC1 | ? | 11% | -5% | 1% | i | 19 | 17% | 15% | 12%
CN1CCN(c2nc3c(c(=O)[nH]c(=O)n3C)n2CCSc2nnnn2-c2ccccc2)CC1 | 5% | 1% | -1% | ? | ? | 1 | 2% | -3% | 1%
COc1cccc(/C=N/n2nnnc2N)c1OCc1ccccc1Cl | 5% | ? | -179%[0.0737 µM] | -8% | i | 10 | 8% | 5% | -25%
Cc1cccc(C)c1NC(=O)C1(C)CSCC(=O)N1CCc1ccccc1F (stereo not given) | . | -14% | . | . | . | -23 | -1% | -25% | -8%
Oc1ccc2ccccc2c1C=NNc1ccccn1 | 7.3µM* | ? | ? | ? | ? | 127 | ? | 0.52µM* | ?
Cc1cccc(NC(=O)COC(=O)c2nn(C)c(=O)c3ccccc23)c1C | -5% | 1% | 1% | -3% | i | 9 | 5% | 21% | -5%
COC(=O)COc1ccc(C2C(C(=O)OC)=C(C)NC3=C2C(=O)c2ccccc23)cc1OC (stereo not given) | . | . | . | -20% | ? | . | ? | ? | .
CC(C#N)Sc1ccc(S(=O)(=O)N(C)C2CCCCC2)cn1 (stereo not given) | -4% | 0% | 3% | -6% | i | 16 | 7% | -3% | 2%
CCOc1ccc(N(CC(=O)Nc2ccccc2C(=O)NC(C)CC)S(C)(=O)=O)cc1 (stereo not given) | 6% | -1% | 0% | 61%[activator] | i | 9 | 0% | ? | -2%
COc1ccc(/C=C/c2nc(-c3ccccc3O)n[nH]2)cc1 | -2% | -26% | ? | 110%[activator] | i | -7 | 3% | 0% | ?
CCOc1ccc(C2CC(c3ccccc3C)n3nc(N)nc3N2)cc1 (stereo not given) | 1% | -8% | -3% | -7% | i | -9 | 2% | -5% | -9%
COc1ccc(CCNc2nc3ccc(C)cc3n3cnnc23)cc1OC | 14% | 12% | 1% | 11% | i | 13 | 1%&1% | -12%&10% | 3%
CSc1nnc(C2CCN(CC(=O)Nc3ccccc3N3CCOCC3)CC2)n1C | -7% | 6% | -2% | -2% | i | 30 | -1% | -5% | 14%
CCS(=O)(=O)NCCc1cc2cc(C)c(C)cc2[nH]c1=O | 0% | 13% | -1% | 7% | i | 7 | 23% | -5% | 13%
C=CCn1c(Oc2ccc(C(=O)OC)cc2)nc2c1c(=O)n(C)c(=O)n2C | -2% | 7% | 0% | -7% | i | 28 | 1% | -16% | -3%
COCCNc1nc(C)cc(-c2cc(C(=O)NCc3ccccc3)on2)n1 | -11% | -8% | 1% | -6% | i | -1 | 17% | 7% | -9%
CCn1cnc2cc(NCc3ccncc3)ccc21 | -6% | 0% | 15µM* | 3% | i | -2 | -2% | -7% | ?
COc1ccc(C(CNC(=O)c2ccc(C)c(S(=O)(=O)Nc3ccccc3OC)c2)N2CCCC2)cc1 (stereo not given) | 10% | ? | 2% | -6% | i | -21 | 1% | 1% | ?
Cc1cccc(C(=O)c2c[nH]cc2-c2ccccc2)c1 | 0% | 12% | 4% | 9% | i | -24 | 11% | 0% | 10%
CCc1nc2ccccc2c(C(=O)OCC(=O)Nc2ccc(S(=O)(=O)N3CCOCC3)cc2)c1C | 7%[9.22 µM] | ? | 40% | -23% | i | -1 | 0% | -18% | ?
N/C(=N\OC(=O)/C=C/c1ccccc1Cl)c1ccccn1 | -5% | ? | 4% | 16µM* | i | 1 | -1% | 18% | 8%
COc1ccc(C(=O)N2CCc3c([nH]c4ccccc34)C2C(F)(F)F)cc1 (stereo not given) | -15% | -2% | 27% | . | i | -8 | 2% | -17% | 9%
Cc1n[nH]c(C)c1S(=O)(=O)N1CCN(C(=O)c2ccco2)CC1 | -1% | 6% | 4% | 3% | i | -3 | 9% | 0% | 4%
O=C(CNC(=O)c1ccccc1)OCN1C(=O)c2ccccc2C1=O | 1% | 6% | 0% | 0% | i | -1 | ? | ? | 3%
CCn1c(N2CCN(C(=O)c3ccco3)CC2)nc2ccccc21 | -8% | 9% | -10% | -6% | i | -1 | 22% | -4% | 13%

A draw from above in order of molar mass, ascending:
SMILES | SW480 rerep | HT1080-NT tox | MCF10A rereplic | ATXN2 expr inh | S2 tox | IL-1B inflam inh | KB-3-1 tox | KB-V1 MDR tox | HT1080 IDH1KD tx
COc1ccc(CCNc2nc3ccc(C)cc3n3cnnc23)cc1OC | 14% | 12% | 1% | 11% | i | 13 | 1%&1% | -12%&10% | 3%
CCN(C[C@H]1N[C@@](C)(C(=O)OC)[C@H]2C(=O)N(C)C(=O)[C@@H]12)C(=O)C1CCCCC1 | ? | 11% | -5% | 1% | i | 19 | 17% | 15% | 12%
Cc1ccc(-c2cc(C(=O)N/N=C/c3c(C)nn(-c4ccccc4)c3C)n[nH]2)s1 | 1.3µM* | 1.6µM* | ? | . | ? | -4 | -1% | -6% | 1.8µM*
CC(C)COP(=O)(OCC(C)C)C(Nc1ccccc1)c1ccc2c(c1)OCO2 (stereo not given) | ? | -9% | ? | -23% | ? | -62* | ? | 6.5µM* | -20%
